Mcl1 Noxa PPI = Mcl-1/Noxa interaction inhibition. TR-FRET Mcl-1/Noxa peptide binding, 2 h. inhibition, % at 21.7 µM. 220,000 compounds, 1.5% hits. AID 1022;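 active means compounds that cut the protein-peptide binding signal by more than 50% relative to plate controls in a single-dose test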;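 further: His-tagged Mcl-1 with rhodamine Noxa BH3 peptide and terbium anti-His antibody; 0% = Mcl-1 plus Noxa peptide wells and 100% = peptide-only wells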
Target sequence (Q07820 whole entry, looked up): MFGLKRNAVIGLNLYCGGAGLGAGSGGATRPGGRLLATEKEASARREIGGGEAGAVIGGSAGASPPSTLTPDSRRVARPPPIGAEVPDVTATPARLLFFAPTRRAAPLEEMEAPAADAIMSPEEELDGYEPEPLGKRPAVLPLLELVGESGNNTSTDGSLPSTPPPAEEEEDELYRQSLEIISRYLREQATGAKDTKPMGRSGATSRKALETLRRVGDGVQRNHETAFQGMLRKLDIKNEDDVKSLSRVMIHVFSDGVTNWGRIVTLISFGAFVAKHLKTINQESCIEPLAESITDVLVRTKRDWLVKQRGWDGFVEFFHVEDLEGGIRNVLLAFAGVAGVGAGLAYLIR
GSH fluor = compound fluoresces at 488/530 nm on GSH beads; GSH beads flow cytometry, compound fluorescence 488/530 nm; hits give high values; fluorescence (KMESF) at 10 µM; 190,000 compounds, 0.25% hits; in the data active means fluorescence above about 89;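 further: glutathione beads carrying GST-tagged Bcl family fusion proteins plus one bare bead set; values are compound well signal with DMSO vehicle wells as background; inactives centre near 16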
Rab7 wt GTP bind = alters GTP binding to wildtype dog Rab7; 190,000 compounds, 0.055% hits; GTP binding activity (percent of control), % at 10 µM; GST-Rab7 beads, fluorescent GTP binding, flow cytometry; actives lie on both sides; untreated = 100%, excess cold GTP = 0%;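 active means fluorescent GTP binding to Rab7 beads changed by at least 20 points from the 100% baseline, either direction, mostly lower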;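 further: median green fluorescence of bound Bodipy-FL-GTP per Rab7 bead population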
Pf gametocyte = kills late stage P. falciparum gametocytes | P. falciparum stage V gametocytes, ATP luminescence, 24 h | inhibition, % at 10.9 µM | 150,000 compounds, 0.065% hits;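 active means inhibition above the mean plus 3 SD of compounds within the control limits, set per campaign, cut at about 38% in these data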;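 further: 0% = DMSO wells and 100% = medium only without gametocytes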
Rab2A wt mod = changes GTP binding to wildtype dog Rab2A, up or down; P61105; GST-Rab2 wt beads, Bodipy-GTP binding, flow cytometry; GTP binding activity, % at 10 µM; 190,000 compounds, 0.19% hits; AID 760;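 active means GTP binding activity at least 20 points away from 100%, either lowered or raised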;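 further: 0% = beads with excess unlabeled GTP and 100% = no-compound control corrected for plate trend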
Mcl1 Bid PPI = disrupts binding of human Mcl-1 to Bid peptide; Q07820; TR-FRET Mcl-1/Bid-Dy647 peptide binding, 1536-well; inhibition, % at 21.7 µM; 220,000 compounds, 0.97% hits;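 active means compounds that cut the binding signal by more than half at the single screening dose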;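 further: His-tagged Mcl-1 with europium anti-His antibody binding Bid BH3 peptide; 0% = Mcl-1 plus peptide wells and 100% = peptide-only wells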
Cdc42 wt = changes GTP binding to wildtype human Cdc42 | GST-Cdc42 beads, Bodipy-GTP binding, flow cytometry; actives lie on both sides | P60953 | percent activity (GTP binding), % at 10 µM | 190,000 compounds, 0.2% hits;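 active means percent activity GTP binding at least 20 points away from the 100% baseline, either down as inhibitor or up as activator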;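 further: median bead fluorescence of bound Bodipy-FL-GTP at 100 nM; 0% = excess unlabeled GTP control and 100% = no compound control; below 100% means less GTP binding so inhibitor and above means activator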
Target sequence (P60953 whole entry, looked up): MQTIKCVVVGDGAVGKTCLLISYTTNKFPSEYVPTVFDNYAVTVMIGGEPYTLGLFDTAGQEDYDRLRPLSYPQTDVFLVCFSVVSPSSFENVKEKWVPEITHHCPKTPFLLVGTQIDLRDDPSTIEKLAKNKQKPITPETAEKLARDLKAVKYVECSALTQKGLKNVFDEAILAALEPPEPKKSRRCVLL
HRas wt GTP bind = modulators of GTP binding to human HRas wildtype. AID 759. P01112. 190,000 compounds, 0.14% hits. GST-Ras wt beads, Bodipy-FL-GTP binding, flow cytometry; actives lie on both sides. GTP binding activity, % at 10 µM;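 active means GTP binding activity at least 20% away from the 100% baseline, either lowered as inhibitor or raised as activator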;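 further: 0% = unlabeled GTP competition control and 100% = no-compound control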
Target sequence (P01112 whole entry, looked up): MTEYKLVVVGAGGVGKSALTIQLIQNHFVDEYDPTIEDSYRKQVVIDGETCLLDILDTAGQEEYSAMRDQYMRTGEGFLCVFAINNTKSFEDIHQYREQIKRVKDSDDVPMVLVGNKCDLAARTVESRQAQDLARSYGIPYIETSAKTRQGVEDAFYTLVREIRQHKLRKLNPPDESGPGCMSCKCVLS
Rac1 act GTP bind = modulators of GTP binding to human Rac1 activated mutant. 190,000 compounds, 0.11% hits. AID 764. P63000. percent activity (GTP binding), % at 10 µM. GST-Rac1 activated beads, fluorescent GTP binding, flow cytometry; actives lie on both sides; 100% means binding = to untreated wells;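 active means GTP binding at least 20 percentage points away from the 100% baseline, in either direction, so actives lie on both sides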
Avidin fluor = avidin bead compound fluorescence profile; Avidin beads, compound fluorescence 488/530 nm, flow cytometry; hits give high values; fluorescence (KMESF) at 10 µM; 220,000 compounds, 0.38% hits; in the data active means fluorescence above about 47; further: inactives centre near 10
Rac1 wt modul = human Rac1 wildtype GTP binding, inhibitors and activators; P63000; GST-Rac1 beads, fluorescent GTP binding, flow cytometry; actives lie on both sides; 0 = cold GTP competed, 100 = untreated; GTP binding activity (% of control), % at 10 µM; 190,000 compounds, 0.27% hits; AID 757;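 active means GTP binding activity at least 20 points away from the 100% control level, either lower or higher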
Active calls of the source: *; / = no result given.

molecule	Rab7 wt GTP bind	HRas wt GTP bind	Rac1 act GTP bind	Pf gametocyte	Rac1 wt modul	GSH fluor	Avidin fluor	Mcl1 Noxa PPI	Rab2A wt mod	Mcl1 Bid PPI	Cdc42 wt
S=c1[nH]nc(Cc2noc3ccccc23)n1-c1ccc(Cl)cc1	98	96	95	0	100	13	7	16	96	54*	97
CCCn1nc(C(=O)Oc2ccc3c(C)cc(=O)oc3c2)c2ccccc2c1=O	100	102	98	-30	100	5	2	29	99	21	101
CCOC(=O)C1CCCN(C(=O)Nc2cccc(Cl)c2)C1 (stereo not given)	93	95	94	/	92	39	12	/	95	-10	95
Cc1c(Cc2c(C)n(C)n(-c3ccccc3)c2=O)c(=O)n(-c2ccccc2)n1C	99	96	98	12	109	26	9	10	98	0	102
CCOC(=O)CNC(=O)c1ccc2[nH]c3c(c2c1)CCCC3	100	99	98	2	100	29	6	10	99	-11	100
Cc1cc(C)nc(N(C#N)CCOc2ccccc2)n1	98	96	98	/	103	31	9	-4	98	-12	101
CCOc1ccccc1OCCCCOc1ccccc1F	96	99	100	-3	97	9	8	18	98	-1	100
Cc1ccc(S(=O)(=O)NCCNC(=O)c2ccccc2)cc1	98	101	97	/	102	15	7	-16	100	-14	101
O=C1c2ccccc2C(=O)N1CCn1c(=O)oc2ccccc21	101	102	101	6	107	37	14	6	102	1	102
CCOC(=O)C1=Nc2ccccc2C1=[N+]=[N-]	101	101	100	2	105	32	17	-4	103	-27	105
CCN(CC)CCNC(=O)c1ccc(NC(=O)/C=C/c2cc(OC)c(OC)c(OC)c2)cc1	107	98	96	5	99	25	9	11	102	-8	101
COc1ccc(S(=O)(=O)Nc2cccc(N(C)S(C)(=O)=O)c2)cc1Br	98	96	97	24	102	15	21	4	94	11	102
Clc1cccc(-c2nc(NCCCN3CCOCC3)c3ccccc3n2)c1	100	97	94	/	99	9	11	17	95	-5	96
O=C(N1CCOCC1)N1CCN(c2ccccc2)CC1	96	104	100	/	103	30	12	21	103	-38	105
CCC(=O)N1CCN(c2ccc(NC(=O)COc3ccccc3Cl)cc2)CC1	98	98	100	/	102	41	10	17	97	-89	98
Cc1cc2oc(=O)cc(CN3CCN(Cc4ccccc4)CC3)c2cc1Cl	99	95	94	-18	98	21	10	11	95	-3	95
CCCc1nc2ccccc2n1CCOC	99	97	99	/	102	36	16	-3	100	-22	101
Cc1ccccc1CSCC(=O)Nc1c(C)n(C)n(-c2ccccc2)c1=O	98	101	100	-6	117	16	10	-19	101	-3	114
N/C(=N\OC(=O)CCc1ccccc1)c1ccc(Cl)cc1	96	97	97	/	101	33	16	19	100	3	100
Cc1nn(Cc2ccccc2Cl)c2sc(C(=O)Nc3ccccc3N3CCOCC3)cc12	102	101	101	-9	102	14	12	-11	98	-14	99
Oc1ccc(Cl)cc1C1=NNC(c2cc(Br)cc3c2OCOC3)C1 (stereo not given)	96	97	93	18	101	13	8	24	98	-21	96
Cc1cccc(NC(=S)NC2CC3CCC(C2)N3Cc2ccco2)c1C (stereo not given)	99	103	100	-22	103	27	14	4	103	-34	105
Cc1cc(C(=O)OCc2nc3ccccc3s2)c(C)o1	92	91	95	/	92	17	19	15	93	7	92
COc1ccc(C)cc1NC(=O)c1[nH]c(C)c(C(C)=O)c1C	99	99	98	-13	100	27	2	-1	99	-14	99
Cc1ccc(NC(=S)NCC2CCN(C(C)c3ccccc3)C2)cc1C (stereo not given)	104	96	95	-51	97	9	9	-5	97	-39	98
Cc1ccccc1SCCNC(=O)CCc1ccccc1	103	100	93	/	97	15	9	24	100	3	100
CCC(NC(=O)C1CCC1)c1ccc(C)cc1 (stereo not given)	92	96	90	/	99	19	23	-4	95	2	95
O=C(NNC1=C(C(=O)C(F)(F)F)CCC1)c1ccncc1	106	98	95	-3	103	19	8	0	98	-43	96
CN(CC(=O)Nc1ccc(N2CCOCC2)cc1)Cc1c(O)ccc2ccccc12	95	95	96	-1	99	15	9	1	99	-29	99
COc1ccc(C(=O)N=c2sc3ccccc3n2C)cc1	100	99	96	8	103	13	13	-2	98	-7	98
CN1CCN(CCNC(=O)Nc2ccc([N+](=O)[O-])cc2)CC1	101	97	96	3	99	19	9	6	98	-7	96
COc1ccc(-c2noc(CCC(=O)N(C)c3cccc(C)c3)n2)cc1	100	104	102	-5	107	15	5	5	103	-24	107
Cc1cccc(OCCNC(=O)c2ncn[nH]2)c1	103	103	102	-3	111	14	12	-2	103	-19	103
Cc1nnc(SCc2nnc(-c3ccccc3Br)o2)n1-c1ccccc1	93	97	95	/	96	28	14	24	96	-9	97
Cn1nc(C(F)(F)F)c(C(=O)Nc2ccc(F)cc2F)c1Sc1ccc(C(F)(F)F)cc1	101	104	102	/	108	38	11	5	101	-56	105
CC1CCC(NC(=O)C2CCC(CNS(=O)(=O)c3cccc4nsnc34)CC2)CC1 (stereo not given)	101	97	98	/	97	27	7	9	98	-9	99
O=C(Nc1ccccc1)NC1CCCc2ccccc21 (stereo not given)	93	96	92	8	100	15	9	5	93	-19	101
Cc1ccc2[nH]c3c(c2c1)CN(C(=O)CN1CCN(c2ccccn2)CC1)CC3	100	103	102	-21	105	19	34	-16	102	-15	102
O=C(CSc1nnc(Cc2ccccc2)o1)NCCc1ccccc1	100	96	95	8	96	28	14	-1	96	-13	99
C#CCOCCOCCOCCNc1nc(N2CCN(C(=O)[C@H]([C@@H](C)CC)n3cc([C@@H](N)Cc4ccc(O)cc4)nn3)CC2)nc(N2CCN(C(=O)[C@H](CCCCN)n3cc([C@@H](N)CC(C)C)nn3)CC2)n1	101	99	103	/	101	20	5	32	99	15	100
COc1ccc(CCNCC(=O)N2C(C)CCCC2C)cc1OC (stereo not given)	106	101	96	/	106	20	16	31	99	25	100
CCCC(=O)NCCc1cc2c(C)ccc(C)c2[nH]c1=O	98	100	100	/	102	20	6	1	98	15	101
c1ccc(-c2cnn3nnnc3n2)cc1	99	99	101	/	104	42	2	0	101	-7	100
COC(=O)c1ccc(C(=O)NC(=S)Nc2nc3c(s2)CCCC3)cc1	93	94	93	1	93	14	23	12	92	-20	95
COC(=O)C(C)Sc1ccc2nnc(-c3cccc(F)c3)n2n1 (stereo not given)	100	100	98	/	103	15	22	35	98	-21	107
CC1(c2ccccc2)NC(=O)N(CC(=O)NCCC2=CCCCC2)C1=O (stereo not given)	96	101	100	/	98	17	6	0	100	-13	101
COc1ccccc1C(=O)NNC(=O)CCCN1C(=O)/C(=C/c2cccs2)SC1=S	101	99	96	-17	99	14	5	52*	97	35	101
C1CC1Cc1noc(CN2CCN(C3C4CC5CC(C4)CC3C5)CC2)n1 (stereo not given)	90	94	97	-15	98	14	10	-18	96	-20	98
O=C1CSC(c2ccccc2[N+](=O)[O-])N1c1cccc(F)c1 (stereo not given)	97	96	93	-10	96	17	8	5	95	-24	97
CCC(=O)c1c[nH]c(C(=O)NCCCN2CCOCC2)c1	101	102	100	-14	102	40	7	5	103	-4	102
Cc1ccc(NC(=O)CN2C(=O)N/C(=C/c3ccc(C)s3)C2=O)cc1	97	100	101	15	103	20	16	0	102	-11	98
Cc1ccc2cc(CN(CCN3CCOCC3)Cc3nnnn3Cc3ccco3)c(=O)[nH]c2c1C	103	105	96	/	104	7	13	19	101	-29	102
CC(=O)Nc1cccc(C(=O)NC(C)c2ccc(S(N)(=O)=O)cc2)c1 (stereo not given)	97	98	97	/	100	15	4	-3	99	3	100
O=C(NCCc1ccccc1)c1ccccc1NC(=O)C1CCCCC1C(=O)O (stereo not given)	100	98	98	-10	99	18	11	6	98	-7	100
CCn1cc(CNC(=O)C2C3CCC(C3)C2C(=O)O)cn1 (stereo not given)	102	99	94	/	104	61	7	3	97	-10	94
Cc1ccc(C)c(-n2c(N)c(C(N)=O)sc2=S)c1	97	103	101	/	107	17	22	1	99	-126	103
O=C(O)c1cc(N2C(=O)C3C4C=CC(C4)C3C2=O)ccc1N1CCOCC1 (stereo not given)	96	93	90	/	98	15	13	15	91	-35	96
CC(C)(C)n1nnnc1C(c1cccs1)N(Cc1cccnc1)Cc1ccccc1Cl (stereo not given)	101	99	98	-30	101	33	20	4	99	7	99
NC(=O)C1CCN(c2nc(-c3ccc(Br)cc3)cs2)CC1	97	97	100	9	106	8	2	13	99	-6	101
COc1ccc(CCC(=O)NC(C)C)cc1	98	98	101	-30	104	6	2	6	96	-21	99

Going on with the list.
molecule	Rab7 wt GTP bind	HRas wt GTP bind	Rac1 act GTP bind	Pf gametocyte	Rac1 wt modul	GSH fluor	Avidin fluor	Mcl1 Noxa PPI	Rab2A wt mod	Mcl1 Bid PPI	Cdc42 wt
COc1ccc(C)cc1-n1c(C)cc(C=O)c1C	104	97	97	4	98	8	8	1	99	-40	94
O=C(CO/N=C/c1ccccc1OC(F)F)NC1CCCCC1	102	102	101	23	104	10	10	-2	103	-8	101
Cc1nc(SCCC(=O)O)c2ccccc2n1	101	105	101	/	109	11	9	3	102	-5	103
CC(Cc1cccs1)NC(=O)c1cccs1 (stereo not given)	96	96	97	/	99	15	14	7	96	8	96
Cc1ccc(C)c(NC(=O)C2C(c3ccccc3)C2(Cl)Cl)c1 (stereo not given)	103	101	98	/	107	35	12	-3	100	-13	102
Cc1cc(C)nc(N2CCC(C(=O)NCC3CCCCC3)CC2)n1	97	99	95	/	100	13	10	9	100	-3	100
CCn1c(Cc2ccccc2)nnc1SCC(=O)Nc1nc2ccccc2s1	100	106	102	-10	104	16	8	-7	105	-17	106
Cc1ncc([N+](=O)[O-])n1CC(=O)N/N=C/c1ccccc1F	98	101	99	/	100	26	14	-5	101	-12	101
CC1CN(c2nc3ccccc3cc2-c2ccccc2)CC(C)O1 (stereo not given)	97	92	94	-17	98	15	9	-5	96	-5	92
Cc1ccc(C)c(NC2=C(Cl)C(=O)OC2OC(=O)c2ccco2)c1 (stereo not given)	99	99	98	-7	97	10	4	57*	100	3	100
CCCc1noc(-c2ccc(-c3ccccc3)cc2)n1	100	102	101	-2	107	29	13	17	99	8	102
COc1ccc(-n2c(C)cc(C(=O)CSc3nn4c(=O)c(C(C)(C)C)nnc4s3)c2C)cc1	100	103	101	6	108	23	57*	5	103	-25	104

Ordered by value in GSH fluor (falling): some entries from above
| Molecule | GSH fluor |
| --- | --- |
| Cc1ncc([N+](=O)[O-])n1CC(=O)N/N=C/c1ccccc1F | 26 |
| CCn1c(Cc2ccccc2)nnc1SCC(=O)Nc1nc2ccccc2s1 | 16 |
| Cc1ccc(C)c(NC2=C(Cl)C(=O)OC2OC(=O)c2ccco2)c1 (stereo not given) | 10 |

Assay outcomes: PubChem, several laboratories
